Compound activity (PubChem BioAssay)
EphB4 ephrin blk: EphB4-ephrin-B2 interaction antagonism; P54760; EphB4 LBD / TNYL-RAW-Alexa532 peptide, fluorescence polarization; inhibition, % at 7 µM; hit rate 0.15% among 97,000; AID 720;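 active = inhibition above the screen-wide mean inhibition plus 3 SD, cut at about 15% in these data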;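 note: 0% = DMSO wells and 100% = excess unlabeled TNYL-RAW peptide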
PLK1 kinase inh: blocks human PLK1 kinase activity; P53350; recombinant PLK1 kinase, TR-FRET peptide phosphorylation; inhibition, % at 10 µM; hit rate 0.53% among 97,000;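 active = inhibition of 50% or more in the single-concentration screen; inactive = inhibition below 50%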;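 note: 0% = DMSO max control and 100% = H-89 dihydrochloride min control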
LYP inh 2: inhibitors of human LYP (PTPN22) phosphatase; recombinant LYP catalytic domain, DiFMUP fluorescence; inhibition, % at 2 µM; hit rate 0.21% among 96,000;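 active = inhibition at 2 µM at or above a set limit, the screen mean plus 3 SD, cut at about 24% in these data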;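 note: 0% = DMSO with enzyme and 100% = enzyme fully blocked by orthovanadate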
HIV Rev-RRE inh: inhibitors of HIV-1 Rev-RRE RNA interaction. P05866. hit rate 0.79% among 97,000. inhibition, % at 8 µM. Rev peptide-RRE RNA binding, FRET;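 active = inhibition above the screen-wide mean plus 3 SD, cut at about 35% in these data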;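 note: 0% = median DMSO wells and 100% = median Neomycin B control wells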
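Test system – labelled RRE RNA duplex and labelled Rev peptide · Reagent – labelled Rev peptide · Doses – one concentration, 8 µM nominal · Incubation – 5 + 15 min at 25 °C · Signal – FRET fluorescence readout · Read-out basis – % inhibition of FRET ratio versus controls · Control set – DMSO wells as 0% and neomycin B wells as 100% inhibition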
FAK blocker: inhibitors of human focal adhesion kinase | Q05397 | biochemical FAK kinase activity assay | inhibition, %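 (tested at 7 µM)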 | hit rate 0.84% among 97,000 | AID 727; in the data active = inhibition above about 19%;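 note: 0% = DMSO and 100% = reference compound high control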
Target sequence (Q05397 whole entry, looked up): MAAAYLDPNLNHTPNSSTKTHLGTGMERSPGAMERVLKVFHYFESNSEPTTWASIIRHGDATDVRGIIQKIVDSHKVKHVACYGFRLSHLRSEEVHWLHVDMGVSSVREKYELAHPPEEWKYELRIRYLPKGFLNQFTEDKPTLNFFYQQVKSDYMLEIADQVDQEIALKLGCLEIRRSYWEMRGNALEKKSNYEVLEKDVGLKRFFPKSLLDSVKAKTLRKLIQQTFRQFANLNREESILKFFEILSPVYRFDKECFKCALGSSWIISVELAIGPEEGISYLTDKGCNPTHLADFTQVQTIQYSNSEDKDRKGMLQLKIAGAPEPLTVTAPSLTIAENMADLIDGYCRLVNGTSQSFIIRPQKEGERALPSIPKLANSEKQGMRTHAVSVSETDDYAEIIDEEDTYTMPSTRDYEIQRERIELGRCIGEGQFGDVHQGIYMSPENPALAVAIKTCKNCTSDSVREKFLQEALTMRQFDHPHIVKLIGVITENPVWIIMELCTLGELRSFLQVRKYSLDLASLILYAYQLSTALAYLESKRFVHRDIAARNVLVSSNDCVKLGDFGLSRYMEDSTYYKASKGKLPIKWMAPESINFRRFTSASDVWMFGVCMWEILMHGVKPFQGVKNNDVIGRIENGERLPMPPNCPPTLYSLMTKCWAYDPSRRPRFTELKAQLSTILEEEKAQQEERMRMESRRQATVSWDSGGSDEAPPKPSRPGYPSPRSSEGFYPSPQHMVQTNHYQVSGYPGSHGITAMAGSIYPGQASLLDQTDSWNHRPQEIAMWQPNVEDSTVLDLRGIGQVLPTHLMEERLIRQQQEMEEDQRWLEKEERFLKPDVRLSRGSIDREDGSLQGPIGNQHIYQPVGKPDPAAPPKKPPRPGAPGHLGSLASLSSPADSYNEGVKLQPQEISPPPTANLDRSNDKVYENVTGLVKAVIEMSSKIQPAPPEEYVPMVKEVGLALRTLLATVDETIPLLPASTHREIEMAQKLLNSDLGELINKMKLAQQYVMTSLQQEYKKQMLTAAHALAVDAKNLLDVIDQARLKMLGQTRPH
PTK2B oligo ant: Pyk2 (human) oligomerization antagonism | Q14289 | Q293 cells, Pyk2 FERM NanoBiT luminescence; stronger effect = lower value | z-score (the deposit names both 25 µM and 10 µM) | hit rate 0.83% among 99,000 | AID 1347419;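 active = Z-score of -3 or lower, scaled per plate to the spread of control and sample wells; inactive = z-score above -3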;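 note: negative z-score means lost luminescence so less FERM oligomerization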
PLK1 PBD inh: Plk1 (human) PBD binding inhibition; Plk1 PBD phosphopeptide binding, fluorescence polarization; inhibition, %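 (tested at about 20 µM)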; hit rate 0.13% among 97,000; AID 693; in the data active = inhibition above about 34%, passing the limit was not always enough
PTPN22 act: increases human PTPN22 phosphatase activity; recombinant LYP, DiFMUP fluorescence; 0 = plate median, 100 = signal doubled; activation, % at 2 µM; hit rate 0.11% among 96,000; AID 697;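 active = activation at 2 µM above a set limit, the mean plus 5 SD, cut at about 37% in these data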
F-actin modifier: cytoskeleton assembly modification; hit rate 0.18% among 91,000; AID 836; inhibition, % at 2 µM; HUVEC TNFa F-actin phalloidin imaging, high content;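 active = inhibition above the batch mean plus 3 SD and confirmed as a hit by visual image inspection, cut at about 30% in these data, passing the limit was not always enough; inconclusive = above the inhibition threshold but rejected on visual inspection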; note: strong numbers were not always called active
Active calls of the source: *; ? = inconclusive; . = not tested or not shown.

SMILES | HIV Rev-RRE inh | PLK1 kinase inh | LYP inh 2 | PTPN22 act | FAK blocker | PTK2B oligo ant | EphB4 ephrin blk | PLK1 PBD inh | F-actin modifier
CCOC(=O)C1=C(c2ccccc2)Nc2ncnn2C1c1ccc(OC)c(OC)c1OC (stereo not given) | 4 | -7 | 6 | 0 | -7 | -0.97 | 0 | 38 | 7
Cc1ccc(S(=O)(=O)NC(CC(=O)O)c2ccco2)cc1 (stereo not given) | 9 | -7 | 0 | -2 | -6 | -0.61 | 6 | -12 | ?
O=C(CSc1ncccc1C(=O)O)c1ccc2ccccc2c1 | 7 | -8 | -8 | 5 | 6 | 0.83 | 1 | -9 | -2
CCC(=O)Nc1cnc(NC(=O)c2cccc(F)c2)cc1C | 0 | -1 | -11 | 6 | -1 | -0.1 | -3 | 16 | -25
CC(C)(C)C1CCC2(CC1)SCC(=O)N2c1ccccc1 (stereo not given) | 7 | -5 | 9 | -11 | 10 | 0.3 | 16* | -2 | 16
Cc1nc2c(sc3nc4c(cc32)COC(C)(C)C4)c(=O)n1CC(=O)NCc1ccco1 | 0 | -5 | -4 | 1 | 0 | 0.63 | -10 | 10 | .
CCCC(C)NC1=NCCCCC1 (stereo not given) | 6 | -9 | 16 | -14 | -5 | -0.09 | 3 | 9 | -8
CCCCCCC1CC(CSc2ncn[nH]2)OC1=O (stereo not given) | 5 | -9 | -1 | 1 | 0 | -1.4 | -2 | -16 | 20
CC1CN(C(=O)c2ccc(C(=O)c3ccccc3)cc2)CC(C)O1 (stereo not given) | -1 | -5 | -9 | 6 | 3 | 0.58 | -2 | 3 | -32
COC(=O)C1C(=O)C2=C(CC1C)NC(C)=C(C(=O)OC1CCCC1)C2c1ccc(N(C)C)cc1 (stereo not given) | 0 | -9 | -11 | 3 | 0 | -1.3 | -4 | 5 | 9

Compound profiles, from the list above. Screens in order: HIV Rev-RRE inh | PLK1 kinase inh | LYP inh 2 | PTPN22 act | FAK blocker | PTK2B oligo ant | EphB4 ephrin blk | PLK1 PBD inh | F-actin modifier
CCOC(=O)C1=C(c2ccccc2)Nc2ncnn2C1c1ccc(OC)c(OC)c1OC (stereo not given) is listed with 4 | -7 | 6 | 0 | -7 | -0.97 | 0 | 38 | 7
Cc1ccc(S(=O)(=O)NC(CC(=O)O)c2ccco2)cc1 (stereo not given) is listed with 9 | -7 | 0 | -2 | -6 | -0.61 | 6 | -12 | ?
CCC(=O)Nc1cnc(NC(=O)c2cccc(F)c2)cc1C is listed with 0 | -1 | -11 | 6 | -1 | -0.1 | -3 | 16 | -25

(listing goes on)
SMILES | HIV Rev-RRE inh | PLK1 kinase inh | LYP inh 2 | PTPN22 act | FAK blocker | PTK2B oligo ant | EphB4 ephrin blk | PLK1 PBD inh | F-actin modifier
O=C(CO)N/N=C/c1ccc(Cl)cc1 | 8 | -7 | 2 | 1 | 1 | -0.13 | 7 | -10 | -4
Cc1ccc(-n2c(O)c(C=NC3CCS(=O)(=O)C3)c3ccccc3c2=O)cc1C (stereo not given) | 3 | 6 | 6 | -4 | 0 | 0.44 | 7 | -13 | -8
Cn1c2c(c(=O)n(C)c1=O)C1(C(=O)Nc3ccccc31)C(C#N)=C(N)O2 (stereo not given) | 5 | -3 | -6 | 4 | -1 | -0.16 | -3 | -44 | -30
CC(N=C1NS(=O)(=O)c2ccccc21)c1ccccc1 (stereo not given) | 2 | 0 | -10 | 6 | -2 | 0.92 | -5 | 2 | -10
O=C(C1CCN(S(=O)(=O)Cc2ccccc2)CC1)N1CCN(c2ncccn2)CC1 | 2 | -10 | 6 | -7 | 4 | 0.54 | 2 | -9 | 2
CC(C)(C#N)C(C)(C)c1nn[nH]n1 | 5 | -13 | -6 | 4 | 0 | 0.12 | 0 | 5 | -20
CCOC(=O)c1cc(-c2ccco2)nc2c1c(C)nn2-c1ccccc1 | 9 | -15 | 19 | -16 | 2 | 1.1 | -5 | -9 | 8
O=C(O)CCC(=O)Nc1nc2nc(-c3ccccc3)cc(-c3ccccc3)n2n1 | 5 | -13 | 3 | 2 | 12 | 1.6 | 5 | -7 | -9
Cc1cc(N2CCCCC2)c(F)cc1[N+](=O)[O-] | 10 | -7 | 8 | -4 | 0 | 1.7 | 4 | -3 | -5
CCOC(=O)N1CCN(C(=O)CN(c2ccc(OCc3ccccc3)cc2)S(C)(=O)=O)CC1 | 1 | -12 | 2 | -4 | 1 | 0.64 | -7 | 6 | 3
Cc1ccc(CCNC(=O)C2CCN(C(=O)N(C)C)CC2)cc1 | 8 | -5 | 12 | -8 | -2 | -0.05 | 1 | -3 | 0
O=C(Cn1c(=O)n(Cc2ccco2)c(=O)c2cc(Cl)ccc21)NCC1CCCO1 (stereo not given) | 3 | 0 | -8 | 4 | -4 | 0.81 | 0 | -10 | 6
O=C1CC(c2ccccc2)CN1Cc1ccccc1 (stereo not given) | 0 | -7 | -9 | 7 | 0 | -0.23 | -10 | -14 | -12
CCOc1cc(CNCc2ccncc2)cc(Br)c1OCc1ccccc1F | 9 | -14 | 14 | -10 | 5 | 1.3 | 5 | 8 | 14
CC(C)CNS(=O)(=O)c1cc(C(=O)N2CCOCC2)c(Cl)cc1Cl | 4 | -6 | 5 | -5 | 0 | 1 | 4 | -6 | -13
O=C(CCc1ccccc1)Nc1c(F)c(F)c(F)c(F)c1F | 9 | -12 | -9 | 6 | 7 | 1.4 | 8 | 6 | -17
COC(=O)Nc1ccc(S(=O)(=O)N(CCO)CCO)cc1 | 6 | 17 | -9 | 11 | -2 | 0.42 | -1 | -3 | .
O=C(C/C=N/OCc1ccc(Cl)cc1)c1cnc(-c2ccccc2)s1 | 9 | -9 | 16 | -14 | 4 | 0.35 | -2 | 4 | 16
CCn1c(=O)c(C(=O)NCCc2ccccc2)c(O)c2ccccc21 | 7 | -12 | -8 | 11 | -3 | -1.1 | 0 | -2 | -11
Cn1c(=O)c2c(nc(CN3CCc4ccccc4C3)n2Cc2ccccc2F)n(C)c1=O | 6 | -12 | -5 | 1 | 2 | 0.59 | -3 | 14 | 1

In the list so far, four have a furan ring, fused or not.
SMILES | HIV Rev-RRE inh | PLK1 kinase inh | LYP inh 2 | PTPN22 act | FAK blocker | PTK2B oligo ant | EphB4 ephrin blk | PLK1 PBD inh | F-actin modifier
Cc1ccc(S(=O)(=O)NC(CC(=O)O)c2ccco2)cc1 (stereo not given) | 9 | -7 | 0 | -2 | -6 | -0.61 | 6 | -12 | ?
Cc1nc2c(sc3nc4c(cc32)COC(C)(C)C4)c(=O)n1CC(=O)NCc1ccco1 | 0 | -5 | -4 | 1 | 0 | 0.63 | -10 | 10 | .
CCOC(=O)c1cc(-c2ccco2)nc2c1c(C)nn2-c1ccccc1 | 9 | -15 | 19 | -16 | 2 | 1.1 | -5 | -9 | 8
O=C(Cn1c(=O)n(Cc2ccco2)c(=O)c2cc(Cl)ccc21)NCC1CCCO1 (stereo not given) | 3 | 0 | -8 | 4 | -4 | 0.81 | 0 | -10 | 6

Additional entries:
SMILES | HIV Rev-RRE inh | PLK1 kinase inh | LYP inh 2 | PTPN22 act | FAK blocker | PTK2B oligo ant | EphB4 ephrin blk | PLK1 PBD inh | F-actin modifier
CCc1ccc(S(=O)(=O)c2n[nH]n3c2nc(=O)c2ccccc23)cc1 | -1 | -11 | -4 | 6 | -4 | -0.78 | 2 | -8 | 14
CC(C)(C)c1[nH]nc2c1C(c1ccc(OC(=O)c3ccco3)cc1)C(C#N)=C(N)O2 (stereo not given) | 4 | 0 | -5 | 5 | -1 | -1.3 | 6 | 31 | -13
CCC1CCCCN1C(=O)CSc1nc(N)c(NC(=O)c2ccc(OC)c(OC)c2)c(=O)[nH]1 (stereo not given) | 8 | -11 | 2 | -3 | -3 | . | 4 | 9 | 23
CC(C)Oc1ccc(CSc2nnc3n(C)c(=O)c4c5c(sc4n23)CCCC5)cc1 | 7 | 16 | 13 | -10 | 1 | -0.33 | 0 | -9 | 21
CC1=CC(C)C2C(=O)N(CCCN(C)C)C(=O)C2C1 (stereo not given) | 7 | -15 | 2 | -5 | -2 | -0.17 | 2 | 0 | 0
N/C(=N\OC(=O)C(c1ccccc1)c1ccccc1)c1cccnc1 | 10 | 7 | 6 | -1 | 12 | -2.4 | 1 | -10 | -9
COCCN1Cc2cccc(C(=O)Nc3ccc(C)c(C)c3)c2C1=O | -4 | -13 | 7 | -8 | 2 | -0.65 | 5 | 18 | .
O=S1(=O)C=C(N2CCOCC2)c2ccccc21 | 10 | 39 | 6 | -8 | 1 | -0.35 | -3 | -19 | -52
O=C(NC1CC2CCC1C2)c1ccc(CN2CCOCC2)cc1 (stereo not given) | 0 | -8 | -16 | 11 | 2 | 0.56 | -7 | -10 | 11
CCOC(=O)C1CCCN(C(=O)c2ccc(OC(C)=O)cc2)C1 (stereo not given) | 3 | -6 | -1 | 0 | 6 | 2 | 2 | -32 | 23
O=C1CC(N2CCOCC2)C(=O)N1c1ccc2c(c1)OCO2 (stereo not given) | 9 | -4 | 2 | 0 | 1 | 0.39 | 7 | -15 | -10
Cn1nc(C(F)(F)F)c(C(=O)Nc2cccc(C(F)(F)F)c2)c1SCc1ccc(Cl)cc1 | 10 | -10 | . | . | 2 | -1.8 | -1 | 32 | .
Cn1nc(-c2ccccc2)c(C(=O)Nc2ccc(C(F)(F)F)cc2)c1Cl | 11 | -9 | 15 | -10 | 2 | 0.05 | 1 | 21 | -26
Cc1ccc2[nH]c(=O)c(CN(CCCN(C)C)C(=O)Nc3ccc(Cl)cc3)cc2c1 | 5 | -7 | 3 | -2 | -2 | 0.26 | 2 | -10 | 11
CCCOc1ccc(C(=O)NNC(=S)NC(C)=O)cc1 | -5 | -11 | 2 | 1 | 0 | -0.17 | -5 | -18 | -14
Cc1[nH]n(C(N)=S)c(=O)c1N=Nc1ccc(S(=O)(=O)N2CCCCCC2)cc1 | -2 | 3 | 1 | 0 | 2 | -1.7 | -11 | 9 | .
O=C(Cn1ccc([N+](=O)[O-])n1)NCc1cccs1 | 2 | 3 | -2 | 5 | -5 | 1.7 | -9 | 6 | -5
Cc1ccc(NC(=O)N2CCC(C(=O)NCC(C)C)CC2)cc1 | 0 | -1 | -5 | 3 | -2 | 0.82 | -8 | 17 | 16
CC1CCN(S(=O)(=O)c2ccc(NC(=O)CN3CCCC(C)C3)cc2)CC1 (stereo not given) | 7 | 0 | -10 | 8 | 2 | 0.35 | 1 | 7 | 10
Cc1cc(NC(=O)c2cc(-c3ccco3)on2)nn1Cc1ccc(Cl)cc1 | 6 | -7 | -8 | 6 | -1 | -0.9 | 8 | 0 | -9
Cc1cccc(-c2c3c(=O)n(C)c(=O)n(C)c3cn2C(C)(C)C)c1 | 0 | -4 | -7 | 7 | 0 | -0.44 | -3 | -36 | -13
O=C(CC1NCCNC1=O)OCCCc1ccccc1 (stereo not given) | 1 | -11 | 8 | -8 | -14 | . | -3 | -21 | 11
Cn1c2ccccc2c2c(C(=O)N3CCN(c4ccccn4)CC3)cn(C3CCCC3)c(=O)c21 | 4 | -25 | -14 | 17 | -1 | 0.01 | 1 | -26 | 6
